# From PubChem BioAssay
# SW480 rereplic = DNA re-replication induction in SW480 cells; SW480 DNA re-replication, Hoechst DNA content imaging, 48 h; Potency, µM (top dose mostly 46.1 µM), inactives show at the top dose re-replication activation, hits mostly activators; 340,000 compounds, 1.8% hits; further: potency means the concentration at half of the fitted maximal effect; % of control where 0% means no effect; nearly all actives have a fitted effect of over 55% in size
#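 Quantitative HTS format with DMSO vehicle controls; 48 hr drug incubation at 37 C, then 40 min Hoechst staining and scanning imager measurement at 405 nm excitation.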
# KB-V1 cytotox = kills drug-selected multidrug resistant KB-V1 cells; Potency, µM (titrated, usually from 46.1 µM), for inactives: at the highest dose activity change, negative = cytotoxicity, usual class: cytotoxic; 400,000 compounds, 3.4% hits; AID 1347076; KB-V1 MDR cells viability, CellTiter-Glo, 72 h; further: potency means the concentration at half of the fitted maximal effect; on the % scale 0 is the no-effect control and ±100 the full control effect; nearly all actives have a fitted effect of over 60% in size
#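 Cytotoxicity via CellTiter-Glo luminescence after 72 h compound exposure at 37 degrees C. Cells: drug-selected KB-V1 line, DMEM phenol-red free plus 10% FBS. Compounds tested at multiple concentrations; normalized data fitted to concentration-effect curves.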
# KB-3-1 cytotox = KB-3-1 parental cell cytotoxicity | KB-3-1 viability, CellTiter-Glo ATP luminescence, 72 h | Potency, µM (highest dose often 46.1 µM), inactives show at the highest dose activity change, negative = cytotoxic, hits mostly cytotoxic | 400,000 compounds, 1.4% hits; further: potency means the concentration at half of the fitted maximal effect; on the % scale 0 is the no-effect control and ±100 the full control effect; nearly all actives have a fitted effect of over 60% in size
#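 Parental KB-3-1 adenocarcinoma cells in phenol-red-free DMEM with 10% FBS were pin-treated with compounds at several concentrations, incubated 72 h at 37 °C, and viability read by CellTiter-Glo luminescence; concentration-effect curves were fitted after normalization.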
# HT1080 IDH1KD tx = toxicity to HT-1080 IDH1 knockdown cells (counter line). HT-1080 IDH1 knockdown viability, ATP luminescence, 48 h. Potency, µM (top dose mostly 46.1 µM), for the others: at the highest dose activity, negative = toxicity, usual class: cytotoxic. 360,000 compounds, 2% hits;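 further: potency means the concentration at half of the fitted maximal effect; 0% = DMSO wells and -100% = cell-free medium wells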
#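 % activity derives from luminescence (CellTiter-Glo), normalised to DMSO and no-cell wells. HT-1080-IDH1KD cells, 750/well, had 48 h compound exposure at 37 °C.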
# D3 ag = D3 dopamine receptor (human) agonism. D3R DiscoveRx beta-arrestin cells, luminescence, 90 min. max activation, %. 410,000 compounds, 0.58% hits. AID 652048; in the data active means max activation above about 30%; further: 0% is about no effect; mostly tested at two doses, the higher about 12 µM
# Target sequence (P35462 whole entry, looked up): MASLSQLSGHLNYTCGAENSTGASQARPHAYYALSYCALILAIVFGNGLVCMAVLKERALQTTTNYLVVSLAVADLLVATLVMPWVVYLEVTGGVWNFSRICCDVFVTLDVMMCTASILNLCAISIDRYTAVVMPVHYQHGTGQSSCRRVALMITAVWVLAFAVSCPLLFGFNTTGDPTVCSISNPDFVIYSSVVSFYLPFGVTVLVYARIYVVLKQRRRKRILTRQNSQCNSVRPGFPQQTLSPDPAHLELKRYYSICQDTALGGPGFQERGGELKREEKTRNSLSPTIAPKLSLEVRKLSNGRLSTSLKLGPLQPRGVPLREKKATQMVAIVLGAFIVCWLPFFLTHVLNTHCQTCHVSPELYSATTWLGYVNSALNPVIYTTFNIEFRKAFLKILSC
#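 Cells at 1500/well, incubated overnight, then treated with pinned compounds (dopamine as control) for 90 min at 37 degrees C. DiscoveRx reagent added for 30 - 60 minutes at room temperature; luminescence read.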
# HT1080NT lethal = kills 2HG-producing HT-1080-NT fibrosarcoma cells; 360,000 compounds, 1.6% hits; HT-1080-NT fibrosarcoma viability, CellTiter-Glo ATP luminescence, 48 h; Potency, µM (doses to about 46.1 µM), inactives show top-dose activity, negative = less viability, actives largely listed as cytotoxic;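 further: NT is the 2HG producing partner of a matched IDH1 knockdown line; potency means the concentration at half of the fitted maximal effect; 0% = DMSO-treated cells and -100% = media-only wells without cells; nearly all actives have a fitted effect of over 55% in size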
#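 Read-out is CellTiter-Glo luminescence after 10 minutes at room temperature, following 48 hours' compound treatment of HT-1080-NT cells (750 cells/well, RPMI, 5% FBS, 37 degrees C).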
# IL-1B inflam inh = inflammasome signaling inhibition, IL-1 beta readout | activity change, % at 57.5 µM | THP-1 LPS/ATP IL-1B secretion, AlphaLISA, 16 h; hits give low values | 360,000 compounds, 4.7% hits | AID 743279; in the data active means activity change below about -50%; inconclusive means mostly about -30% to -49%; further: on the % scale 0 is the no-effect control and ±100 the full control effect
#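 Secreted IL-1B measured by AlphaLISA bead assay after 16 h compound exposure of THP-1 cells; compounds (final up to 57.5 uM) added 1 h before LPS (250 ng/mL) and ATP (1.25 mM) stimulation; lower signal means less secretion.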
# DRD3 antagonist = D3 dopamine receptor (human) antagonism | P35462 | AID 652054 | 360,000 compounds, 2.5% hits | max response, negative = inhibition, % | D3R cells, DiscoveRx beta-arrestin luminescence, antagonist mode; hits give low values; in the data active means max response below about -50%; inconclusive means no clear call, values can overlap the other calls; further: on the % scale 0 is the no-effect control and ±100 the full control effect; mostly tested at two doses, the higher about 12 µM
#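 Cells plated overnight at 1500 cells/well, then exposed to library compounds with dopamine controls for 90 minutes at 37 degrees C. DiscoveRx reagent added for 30–60 minutes at room temperature; luminescence read, quantitative HTS format.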
# GLP1R ag = agonists of human GLP-1 receptor; HEK293 GLP-1R CRE-luciferase, luminescence, 4-6 h; cells express a hypersensitive GLP-1R form; P43220; Potency, µM (doses to about 45.6 µM), without a hit: top-dose activation, actives largely listed as activators; 380,000 compounds, 0.007% hits; further: potency means the concentration at half of the fitted maximal effect; % of control where 0% means no effect
# Target sequence (P43220 whole entry, looked up): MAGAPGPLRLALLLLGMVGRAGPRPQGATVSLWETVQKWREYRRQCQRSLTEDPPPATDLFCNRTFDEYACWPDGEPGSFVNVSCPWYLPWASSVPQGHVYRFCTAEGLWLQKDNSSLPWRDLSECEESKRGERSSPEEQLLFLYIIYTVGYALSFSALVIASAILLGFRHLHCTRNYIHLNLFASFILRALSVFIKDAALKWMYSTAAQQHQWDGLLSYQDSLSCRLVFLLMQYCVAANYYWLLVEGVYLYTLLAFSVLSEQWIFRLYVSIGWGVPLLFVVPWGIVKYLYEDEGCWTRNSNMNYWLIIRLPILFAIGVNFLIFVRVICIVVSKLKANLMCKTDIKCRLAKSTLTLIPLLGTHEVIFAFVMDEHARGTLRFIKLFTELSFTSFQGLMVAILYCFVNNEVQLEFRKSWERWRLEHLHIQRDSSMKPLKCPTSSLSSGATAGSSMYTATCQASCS
# * marks the source's active call; other numbers are inactive results; ? = inconclusive; . = not tested or not shown; & = joins results of further samples; [ ] = another dose, or the depositor's remark. Unless noted, the call rests on the fitted dose curve; in most records, active means well fitted curve in the direction sought with a large enough effect; inconclusive means small, poorly fitted or top-dose-only effect, or another doubt; inactive means no such curve, though single readings can be large; an effect the other way counts as inactive or inconclusive. Outcome played no part in choosing rows (roughly 12% active in at least one column).
SMILES,SW480 rereplic,KB-V1 cytotox,KB-3-1 cytotox,HT1080 IDH1KD tx,D3 ag,HT1080NT lethal,IL-1B inflam inh,DRD3 antagonist,GLP1R ag
Cc1cccc(NC(=O)CNC(=O)C(NC(=O)Cc2ccccc2)C(C)C)c1C (centres undefined),-3%,0%,14%,0%,1,1%,11,-20,0%
COc1cccc(C=Nc2ccccc2C(=O)Nc2ccccc2)c1O,9%,-22%,-1%,7%,2,9%,-3,0,2%
CCOc1ccc(CN2CCC(=O)NC2=O)cc1,1%,24%,-1%,2%,4,-1%,16,-26,-3%
CN(C)c1cccc(NC(=O)C2Cc3c(-c4ccc(Cl)cc4)ccnc3O2)c1 (centres undefined),.,?,?,?,-5,?,-28,-14,-5%
ON(CCc1ccccn1)Cc1ccccc1,-2%,-14%,11%,4%,4,4%,-3,-6,-5%
CCOC(=O)C1(CCc2ccccc2)CCN(Cc2cc(OC)c(OC)cc2OC)CC1,-8%,-13%,?,-1%,-12,?,-54*,-13,2%
COc1ccc(NC(=O)CSc2nnc(Cc3cccn3C)n2CCc2ccccc2)cc1OC,-6%,15µM*,1%,1%,2,8%,-2,8,9%
CCOC(=O)CCNC(=O)N1CCCC(C(=O)c2cc(C)c(OC)c(C)c2)C1 (centres undefined),18%,?,8%,9%,4,11%,4,-27,0%
O=Cc1c[nH]c2ccc(OCc3ccccc3)cc12,-2%,2%,2%,2%,-1,-7%,-12,?,10%
CC1(C)Cc2cccc(OC(=O)NC3CCCCC3)c2O1,.,28%,6%,1%,-4,6%,-5,-17,14%
Cc1nnc(SCC(=O)Nc2ccccc2)c2ccccc12,-1%,-1%,-5%,-1%,-1,3%,-102*,2,19%
CCNC(=O)c1ccccc1-c1nc(-c2ccccc2Cl)no1,-25%,0%,-18%,0%,-2,-8%,15,-10,2%
CN(CCNC(=O)c1cn(C)c2ccc(S(=O)(=O)N3CCCC3)cc2c1=O)CCc1ccccc1,-9%,8%,2%,10%,-3,0%,-16,-20,-1%
O=C(CNC(=O)c1ccco1)N/N=C/c1cc(Br)ccc1O,?,?,?,26µM*,6,?,124,15,4%
CCCC1=C(C(=O)OCC)C(c2sccc2C)n2ncnc2N1 (centres undefined),29%,-4%,10%,1%,7,4%,-3,38,-1%
Cc1nc([N+](=O)[O-])c(Sc2nc3ccc([N+](=O)[O-])cc3[nH]2)n1Cc1ccccc1,?,-21%,-22%,-10%,-8,-14%,-76*,-18,-29%
CCN(CC(=O)Nc1cccc(OC)c1)C(=O)c1ccncc1,-8%,6%,4%,22%,10,23%,5,2,1%
O=c1c(N2CCOCC2)nsnc1N1CCOCC1,-5%,7%,-4%,8%,11,13%,12,0,-1%
Cn1nnc2cc(C(=O)NCCC3=CCCCC3)ccc21,-7%,-11%,20%,0%,-8,5%,38,-3,-8%
CCCCNC(=O)Cc1cc(=O)[nH]c(=O)[nH]1,-8%,19%,13%,7%,4,2%,33,0,-6%
CCCCn1c(O)c2n(c1=O)Cc1ccccc1N=C2c1ccc(OC)cc1,.,-10%,0%,-2%,8,-8%,0,16,1%
Cc1cccc(NC(=O)CS(=O)(=O)c2cn(C)c3ccccc23)c1C,-3%,-6%,10%,3%,-1,-4%,?,-15,5%
Cc1nn(C(=O)c2c([N+](=O)[O-])cnn2C)c(C)c1Cl,-5%,11%,11%,-4%,-5,-8%,-22,-12,-13%
C#CCN(C[C@@H]1[C@@H](OC(=O)Nc2cccs2)[C@@H](OC(=O)Nc2cccs2)Cn2c(=O)ccc(=O)n21)S(=O)(=O)c1ccc(C)cc1,.,-12%,?,16µM*,-2,18µM*,-107*,-4,-8%
Brc1ccc(-c2nnc(-c3ccco3)o2)cc1,-74%[inhibitor],?,-1%,2%,9,-3%,-7,-2,3%
Cc1ccc2ccc(C(Nc3ccccc3)c3ccc(C(C)C)cc3)c(O)c2n1 (centres undefined),.,?,15µM*,?,2,?,69,23,.
CSc1ccc(C2Nc3cccc4cccc(c34)N2)cc1,7%,5%,0%,2%,7,3%,7,-15,10%
CCc1c(C)sc(NC(=O)c2cc(CC(C)C)on2)c1C#N,-10%,-4%,-7%,1%,-4,8%,-24,-4,-3%
CCCCCc1ccc(-c2cn(Cc3cccc(OC)c3)nn2)cc1,?,-1%&-26%,?,-3%,18,-13%,35,-23,-4%
Cn1c(=O)c2c(nc(NNC(=O)C(F)(F)F)n2C)n(C)c1=O,-3%,3%,6%,25%,7,2%,-3,-12,-1%

# Three compounds from above, arranged by count of non-hydrogen atoms, lowest first:
SMILES,SW480 rereplic,KB-V1 cytotox,KB-3-1 cytotox,HT1080 IDH1KD tx,D3 ag,HT1080NT lethal,IL-1B inflam inh,DRD3 antagonist,GLP1R ag
CSc1ccc(C2Nc3cccc4cccc(c34)N2)cc1,7%,5%,0%,2%,7,3%,7,-15,10%
CCc1c(C)sc(NC(=O)c2cc(CC(C)C)on2)c1C#N,-10%,-4%,-7%,1%,-4,8%,-24,-4,-3%
Cc1ccc2ccc(C(Nc3ccccc3)c3ccc(C(C)C)cc3)c(O)c2n1 (centres undefined),.,?,15µM*,?,2,?,69,23,.

# New compounds follow:
SMILES,SW480 rereplic,KB-V1 cytotox,KB-3-1 cytotox,HT1080 IDH1KD tx,D3 ag,HT1080NT lethal,IL-1B inflam inh,DRD3 antagonist,GLP1R ag
O=P(O)(CCc1ccccn1)CN1CCCCC1,-3%,11%,-2%,-1%,-3,9%,21,-14,-4%
CCOC(=O)c1[nH]c(C)c(C(=O)Nc2cccc(Cl)c2C)c1C,12µM*,6.5µM*,5.8µM*,7.9µM*,12,11µM*,22,-15,-2%
COc1ccc(CCNc2ccc(C(CC(N)=O)NC(=O)c3cc(C)cc(C)c3)cc2[N+](=O)[O-])cc1 (centres undefined),5%,-9%,13%,12%,10,10%,12,-4,6%
O=C1COC(c2ccccc2)C2CCCCN12 (centres undefined),-8%,?,4%,-18%,-5,-5%,19,-25,-7%
COc1ccc(CNC(=O)CCc2c(C)nc3ncnn3c2C)cc1,-18%,2%,7%,2%,2,1%,7,2,-3%
CCC(=O)N/C(=N/c1nc(C)cc(C)n1)Nc1ccc(C)cc1,2%,-1%,10%,8%,1,10%,59,2,0%
COc1ccc(NC(=S)NC(=O)Cc2ccccc2)cc1,-20%,0%,16%,2%,1,2%,15,1,-1%
O=C(COc1ccc(Br)cc1CNCCc1ccccc1)NCc1ccccc1,?,-7%,0%,?,-19,21µM*,?,-25,3%
COc1cccc(N2CC(C(=O)Nc3c(C(N)=O)oc4ccccc34)CC2=O)c1 (centres undefined),-1%,-21%,2%,16%,15,13%,-12,17,8%
O=C(OCC(=O)N1CCOCC1)c1cccc(F)c1,5%,?,1%,-13%,5,-11%,5,-3,2%

# Pulled one by one from the entries so far, four records:
SMILES,SW480 rereplic,KB-V1 cytotox,KB-3-1 cytotox,HT1080 IDH1KD tx,D3 ag,HT1080NT lethal,IL-1B inflam inh,DRD3 antagonist,GLP1R ag
O=C(OCC(=O)N1CCOCC1)c1cccc(F)c1,5%,?,1%,-13%,5,-11%,5,-3,2%
O=C1COC(c2ccccc2)C2CCCCN12 (centres undefined),-8%,?,4%,-18%,-5,-5%,19,-25,-7%
CCOC(=O)c1[nH]c(C)c(C(=O)Nc2cccc(Cl)c2C)c1C,12µM*,6.5µM*,5.8µM*,7.9µM*,12,11µM*,22,-15,-2%
O=C(COc1ccc(Br)cc1CNCCc1ccccc1)NCc1ccccc1,?,-7%,0%,?,-19,21µM*,?,-25,3%

# The main list resumes; the 2 compounds before the break are reprinted first.
SMILES,SW480 rereplic,KB-V1 cytotox,KB-3-1 cytotox,HT1080 IDH1KD tx,D3 ag,HT1080NT lethal,IL-1B inflam inh,DRD3 antagonist,GLP1R ag
COc1cccc(N2CC(C(=O)Nc3c(C(N)=O)oc4ccccc34)CC2=O)c1 (centres undefined),-1%,-21%,2%,16%,15,13%,-12,17,8%
O=C(OCC(=O)N1CCOCC1)c1cccc(F)c1,5%,?,1%,-13%,5,-11%,5,-3,2%
NC(=O)Cc1ccc(C(=O)c2ccc(Cl)cc2Cl)s1,-9%,8%,-1%,-15%,2,3%,34,-16,20%
CSc1nnc(-c2ccc(S(=O)(=O)N3CCOCC3)cc2)n1CC1CCCO1 (centres undefined),?,26%,-15%,-9%,0,-1%,-14,7,0%
Cc1ccccc1NC(=O)c1cnn(-c2ccccc2)c1C,-3%,-21%,-5%,14%,0,?,?,-2,1%
COc1ccc(C[C@@H]2CN3C(=NC[C@@H]3C)N2C[C@H](C)NC(=O)c2ccc(C)c(Br)c2)cc1,-2%,0%,?,0%,-32,-27%,-17,-22,-1%
Fc1cc(Br)ccc1COc1ccc(-c2nnco2)cc1,29%,12%,11%,1%,8,17%,-23,1,8%
